Compound activity from PubChem BioAssay.
PGK inhibitor = blocks T. brucei phosphoglycerate kinase | P07378 | Potency, µM (series often up to 57.5 µM), for the others: at the highest dose activity change, negative = inhibition, most hits filed as inhibitors | 380,000 tested, 0.043% active | PGK/GAPDH coupled, Kinase-Glo luminescence, 60 min; also: potency is read from the fitted curve at half-maximal effect; % is scaled to controls: 0 for no effect and ±100 for the full control effect; nearly all actives have a fitted effect of over 60% in size
Target sequence (P07378 whole entry, looked up): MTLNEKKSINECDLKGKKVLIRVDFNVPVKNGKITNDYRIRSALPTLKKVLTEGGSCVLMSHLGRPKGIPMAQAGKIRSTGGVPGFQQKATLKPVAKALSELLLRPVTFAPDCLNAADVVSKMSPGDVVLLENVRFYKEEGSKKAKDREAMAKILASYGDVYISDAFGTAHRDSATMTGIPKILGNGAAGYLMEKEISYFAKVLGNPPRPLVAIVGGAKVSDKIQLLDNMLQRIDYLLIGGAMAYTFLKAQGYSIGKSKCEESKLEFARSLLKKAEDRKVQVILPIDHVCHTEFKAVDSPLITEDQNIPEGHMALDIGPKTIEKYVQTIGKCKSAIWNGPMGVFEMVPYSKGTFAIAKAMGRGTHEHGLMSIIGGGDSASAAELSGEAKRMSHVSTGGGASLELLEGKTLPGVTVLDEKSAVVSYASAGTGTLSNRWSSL
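Recombinant glycosomal PGK reaction used 1,3-bisphosphoglycerate generated in-well by GAPDH (100nM final) in 100mM TEA pH 7.6, 5mM MgCl2, 0.01% Tween-20. After 60 minutes at room temperature, ATP was read by Kinase-Glo Plus luminescence end-point.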
mIDH1 inhibitor = inhibitors of human mutant IDH1 R132H; O75874; IDH1-R132H enzyme, NADPH consumption, diaphorase/resazurin fluorescence; Potency, µM (doses to about 76.6 µM), for the others: at the top dose activity change, negative = inhibition, most hits filed as inhibitors; 390,000 tested, 0.093% active; AID 602179; also: potency is read from the fitted curve at half-maximal effect; % is scaled to controls: 0 for no effect and ±100 for the full control effect; nearly all actives have a fitted effect of over 65% in size
Target sequence (O75874 whole entry R132H, stated change not applied): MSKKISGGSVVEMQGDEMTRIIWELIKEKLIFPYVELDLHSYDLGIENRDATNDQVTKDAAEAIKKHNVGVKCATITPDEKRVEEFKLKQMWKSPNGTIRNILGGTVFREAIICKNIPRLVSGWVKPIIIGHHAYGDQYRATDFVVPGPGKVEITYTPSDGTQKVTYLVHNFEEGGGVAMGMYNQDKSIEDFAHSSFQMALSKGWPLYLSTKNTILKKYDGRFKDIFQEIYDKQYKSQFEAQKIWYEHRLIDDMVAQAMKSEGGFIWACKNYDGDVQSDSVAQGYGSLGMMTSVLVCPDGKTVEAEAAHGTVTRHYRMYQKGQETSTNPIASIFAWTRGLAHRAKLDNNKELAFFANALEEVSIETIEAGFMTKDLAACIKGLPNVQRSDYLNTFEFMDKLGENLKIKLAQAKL
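IDH1-R132H (0.5 ug/mL dispensed) in pH 7.5 Tris buffer was preincubated 30 min with compound, then given a substrate mix of 0.016 mM NADPH and 2 mM alpha-KG for 80 min at room temperature; remaining NADPH was read by diaphorase/resazurin fluorescence.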
USP1 inh = blocks the human USP1/UAF1 deubiquitinase complex | O94782 | Potency, µM (highest dose often 57.1 µM), for the others: at the highest dose activity change, negative = inhibition, usual class: inhibitors | recombinant USP1/UAF1, Ub-Rhodamine cleavage fluorescence | 390,000 tested, 0.23% active; also: potency is read from the fitted curve at half-maximal effect; % is scaled to controls: 0 for no effect and ±100 for the full control effect; nearly all actives have a fitted effect of over 60% in size; inactives centre near -12
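High-throughput fluorogenic screen: 1nM USP1/UAF1 complex, Ub-Rho substrate 150nM final, 50mM HEPES pH 7.8 with 0.5mM EDTA, 0.1 mg/ml BSA, 1mM TCEP and 0.01% Tween-20.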
GLS inhibitor = inhibitors of human glutaminase (GLS); 410,000 tested, 0.21% active; GLS enzymatic activity, qHTS titration; Potency, µM (highest dose often 45.5 µM), without a hit: at the top dose activity change, negative = inhibition, actives largely listed as inhibitors; also: potency is read from the fitted curve at half-maximal effect; % is scaled to controls: 0 for no effect and ±100 for the full control effect
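Assay buffer: 45 mM KH2PO4 pH 8.2, 0.02% Tween-20. hKGA acts on L-glutamine (1 mM solution added); product glutamate is reported by an oxidase/peroxidase Amplex Red coupling, with fluorescence taken at baseline and 30 min.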
rTrxR1 inhibitor = inhibitors of rat thioredoxin reductase 1; O89049; recombinant rTrxR1, NADPH fluorescence consumption, selenite substrate; Potency, µM (top dose mostly 114 µM), for inactives: at the highest dose activity change, negative = inhibition, hits mostly inhibitors; 390,000 tested, 1% active; AID 588453; also: potency is read from the fitted curve at half-maximal effect; % is scaled to controls: 0 for no effect and ±100 for the full control effect; nearly all actives have a fitted effect of over 65% in size
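Rat TrxR1 (90 nM in the dispensed reagent) was pre-reduced with 400 uM NADPH for 5 min at room temperature, then incubated with compound for 15 min. After 400 uM selenite was added, NADPH fluorescence (Ex 340/Em 450 nm) was followed for 8 min.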
TrxR1 substrate = is turned over as a substrate by rat TrxR1; Potency, µM (series often up to 114 µM), for the others: at the top dose activity change, negative = substrate turnover; O89049; purified TrxR1 substrate turnover, NADPH consumption readout; 390,000 tested, 0.01% active; also: potency is read from the fitted curve at half-maximal effect; % is scaled to controls: 0 for no effect and ±100 for the full control effect; nearly all actives have a fitted effect of over 50% in size
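Rat TrxR1, dispensed at 90 nM, was prereduced with 400 uM NADPH (final) for 5 min at ~22 deg C, then incubated with compound 15 min before 400 uM selenite. A first-read NADPH fluorescence drop versus no-compound background flagged substrates.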
PI4K2A block = PI4K2A (human) kinase inhibition; Q9BTU6; purified PI4K2A, ADP-Glo luminescence, 1 h; active compounds read low; activity change, negative = inhibition, % at 76.9 µM; 420,000 tested, 0.13% active; in the data active = activity change below about -50%; inconclusive = mostly about -30% to -49%;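 also: -100% = wells without enzyme as full effect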
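Compounds are screened against recombinant PI4K2A using PI as substrate and ATP, the latter dispensed at 300 microM. Reactions run one hour at ambient temperature before ADP-Glo detection; full inhibition defined by wells lacking enzyme.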
Pin1 inh = inhibitors of human Pin1; Q13526; Pin1 FP peptide displacement, HiFluor488, 10 min; Potency, µM (doses to about 115 µM), for inactives: at the highest dose activity, negative = inhibition, actives largely listed as inhibitors; 390,000 tested, 0.009% active; AID 504891; active = well fitted inhibition curve with a large enough effect in the polarisation, with a control signal flat, not every such curve was filed as active; inconclusive = small, poorly fitted or top-dose-only effect, or effect the other way, or a change in a side signal; inactive = no such curve, though single readings can be large or run the other way; the % refers to the polarisation; also: potency is read from the fitted curve at half-maximal effect; % is scaled to controls: 0 for no effect and ±100 for the full control effect
HP1b binding inh = inhibitors of HP1-beta chromodomain binding to methylated histone tails | AlphaScreen HP1-beta / biotin-H3K9me3 peptide binding | P83916 | 390,000 tested, 0.56% active | Potency, µM (highest dose often 114 µM), without a hit: top-dose activity change, negative = inhibition, actives largely listed as inhibitors; also: potency is read from the fitted curve at half-maximal effect; nearly all actives have a fitted effect of over 70% in size; inactives centre near 23
Target sequence (P83916 whole entry, looked up): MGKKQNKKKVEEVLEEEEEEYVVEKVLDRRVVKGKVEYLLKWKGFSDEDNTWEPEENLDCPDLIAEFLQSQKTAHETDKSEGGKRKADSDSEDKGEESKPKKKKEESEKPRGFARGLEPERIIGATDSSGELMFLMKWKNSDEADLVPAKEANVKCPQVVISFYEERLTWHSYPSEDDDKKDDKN
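HP1-beta protein (50 nM final) preincubated 30 min at room temperature with biotinylated H3(1-18)K9me3 peptide (50 nM) in PBS pH 7.4, 0.01% Tween-20, then compound added for 30 min. AlphaScreen streptavidin donor/nickel chelate acceptor beads (10 ug/mL final), 30 min dark, luminescence read.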
An asterisk follows results filed as active; i = inactive; ? = inconclusive; · = no result given; & = joins results of further samples; [ ] = remark or other dose. Unless noted, calls follow the shape of the dose curve; as a rule, active = well fitted curve in the direction sought with a large enough effect; inconclusive = small, poorly fitted or top-dose-only effect, or another doubt; inactive = no such curve, though single readings can be large; an effect the other way counts as inactive or inconclusive. Not all compounds are listed, so the mix of outcomes need not match the whole.

SMILES	PGK inhibitor	mIDH1 inhibitor	USP1 inh	GLS inhibitor	rTrxR1 inhibitor	TrxR1 substrate	PI4K2A block	Pin1 inh	HP1b binding inh
COc1ccc(S(=O)(=O)N2CCCCCC2)cc1	-2%	3%	-13%	0%	-2%	-2%	2	-8%	16%
COC(=O)C1=CN(c2cccc(C(F)(F)F)c2)C=C(C(=O)OC)C1c1ccc(O)c(OC)c1	1%	-4%	-16%	0%	4%	-5%	9	0%	8%
CCn1nnnc1Oc1ccc(Cl)cc1	·	-4%	7%	-1%	-5%	-2%	1	0%	29%
CCOC(=O)N1CCN(c2cc3[nH]c(=S)[nH]c3cc2F)CC1	-8%	0%	9%	16%	6%	15%	-1	-1%	-29%
O=C(/C=C/c1cccs1)Nc1cccnc1	i	5%	-23%	4%	-17%	-11%	-2	-2%	23%
COc1ccc(CNC(=O)C2CCC(CNS(=O)(=O)c3cccc4nsnc34)CC2)cc1 (centres undefined)	0%	15%	-26%	-7%	13%	-2%	4	27%	34%
S=C(NC1CCCCC1)N1CCOCC1	6%	1%	-9%	1%	22%[57.1 µM]	9%[57.1 µM]	-1	1%	42%[activator]
CC(C)(C)SCCNS(=O)(=O)c1ccc(F)cc1	·	4%	-1%	0%	13%	-4%[57.1 µM]	7	-14%	30%
O=c1c(Cc2ccc(Cl)cc2Cl)c(O)ccn1CCCN1CCOCC1	i	4%	-17%	1%	8%	3%	10	4%	63%[activator]
COC(=O)c1c(NC(=O)CSc2nnnn2-c2ccccc2)sc2c1CCCC2	2%	2%	-12%	7%	22%[57.1 µM]	13%[57.1 µM]	6	8%	14%
CC(C)(C)c1ccc(C(=O)Nc2ccccc2C(=O)OCc2cc(=O)n3ccsc3n2)cc1	-3%	17%	?	-11%	10%[57.1 µM]	-1%[57.1 µM]	0	-9%	34%
O=C(c1ccc(CSc2nc3ccncc3n2Cc2ccc(F)cc2)cc1)N1CCCCCC1	-3%	-11%	-20%	-5%	5%	0%	-2	3%	14%
O=C(Nc1ccc(S(=O)(=O)Nc2nccs2)cc1)c1cnc(Cl)c(Cl)c1	-15%	0%	-21%	3%	16%	-2%	-18	?	21%
Cc1ccc(NCc2nnc(SCC(=O)N3CCCCC3)n2CC2CCCO2)c(C)c1 (centres undefined)	-2%	2%	2%	-1%	-11%	-3%	2	5%	6%
O=C(COc1ccccc1)Nc1nonc1NC(=O)COc1ccccc1	2%	5%	-24%	-14%	14%	7%[0.457 µM]	0	1%	25%
NC(=O)c1cnn2c(C(F)(F)F)cc(-c3ccc(F)cc3)nc12	3%	2%	-23%	4%	?	10%	1	2%	29%
N#CCCCn1c(O)c(N=NC(=O)C(O)c2ccccc2)c2ccccc21 (centres undefined)	-11%	4%	-28%	2%	8%[57.1 µM]	0%[57.1 µM]	2	0%	44%[activator]
CCOc1ncccc1C(=O)Nc1ccc(Cl)cc1	9%	1%	-1%	?	8%	-2%	-5	-1%	17%
COc1ccc(NCc2cc3ccc(OC)cc3n(CC(=O)Nc3cccc(OC)c3)c2=O)cc1	4%	-1%	?	-6%	2%	-7%	14	-14%	21%
O=C(COC(=O)Cc1ccccc1[N+](=O)[O-])NCc1ccc(Cl)cc1	i	6%	-17%	-10%	?	-10%	9	-4%	32%
COc1ccc(C2NC(=O)N(C)C3=C2C(=O)N(c2ccc(C(=O)O)cc2)C3)cc1 (centres undefined)	9%	30%[activator]	-12%	-9%	7%	19%	1	3%	25%
Nc1cc(=O)[nH]c(SCC(=O)Nc2cccnc2Cl)n1	-4%	3%	-26%	-5%	26%[57.1 µM]	-15%[57.1 µM]	0	1%	0%
COc1cc(C(=O)N2CCc3c([nH]c4ccccc34)C2c2ccc(C)cc2)cc(OC)c1OC (centres undefined)	13%	-12%	8%	-8%	7%[57.1 µM]	-6%[57.1 µM]	-2	2%	-16%[57 µM]
CCc1nc(CN2CCCC(C(=O)Nc3ccc(-c4cccc(OC)c4)cc3)C2)c(C)[nH]1 (centres undefined)	-5%	-4%	-4%	10%	·	·	-1	·	·

An excerpt from above, reduced to mIDH1 inhibitor.
| SMILES | mIDH1 inhibitor |
| --- | --- |
| Nc1cc(=O)[nH]c(SCC(=O)Nc2cccnc2Cl)n1 | 3% |
| Cc1ccc(NCc2nnc(SCC(=O)N3CCCCC3)n2CC2CCCO2)c(C)c1 (centres undefined) | 2% |
| O=C(COc1ccccc1)Nc1nonc1NC(=O)COc1ccccc1 | 5% |

(further entries)
SMILES	PGK inhibitor	mIDH1 inhibitor	USP1 inh	GLS inhibitor	rTrxR1 inhibitor	TrxR1 substrate	PI4K2A block	Pin1 inh	HP1b binding inh
Cc1cc(C)nc(SCC(=O)N(C)CC(=O)Nc2ccccc2Br)n1	4%	3%	-1%	1%	-20%	-15%	1	2%	9%
O=C(NCc1ccco1)c1ccc(CS(=O)(=O)Cc2ccc(F)cc2)o1	-3%	1%	-1%	0%	1%[11.4 µM]	-6%[11.4 µM]	6	-9%	22%
C=CCN(C(=O)CNC(=O)c1ccco1)C(C(=O)NC1CCCCC1)c1ccccc1F (centres undefined)	-8%	3%	-9%	-16%	10%[11.4 µM]	6%[11.4 µM]	8	-2%	24%
Brc1ccc(-c2csc(N/N=C/c3ccco3)n2)cc1	i	-2%	-7%	12%	-15%	-16%	162	-4%	11%
CC(=O)c1ccc(S(=O)(=O)N(C)CCCC(=O)N(C)Cc2ccccc2F)cc1	-2%	-2%	-13%	9%	27%	1%	-6	-4%	-21%
Cc1ccc(S(=O)(=O)c2c(N)n(CCN3CCOCC3)c3nc4ccccc4nc23)cc1C	i	10%	-5%	7%	39%[activator]	33%[activator]	-12	5%	35%
CCOC(=O)c1[nH]c2ccccc2c1NC(=O)CN1CCCCC1	-8%	2%	-14%	20%	9%[57.1 µM]	7%[57.1 µM]	7	-6%	19%
O=C(CSc1n[nH]c(-c2ccccc2O)n1)N1CCOCC1	-3%	7%	-9%	14%	29%[57.1 µM]	-8%[57.1 µM]	0	-10%	26%
Cn1c(SCC(=O)NCc2ccccc2)nc2ccccc21	-5%	3%	-2%	8%	18%	1%	-3	-1%	36%
O=C(CCNC(=O)c1ccccc1Cl)Nc1nc2ccc(F)cc2s1	-6%	2%	-16%	-24%	4%	-1%	-1	8%	54%[activator]
O=C(NCCC1CCCCN1S(=O)(=O)c1ccccc1)C(=O)NCC1CCCO1 (centres undefined)	10%	21%	-13%	161%[activator]	-4%	-2%	3	-3%	24%
O=C1c2ccccc2-c2cc(Br)ccc2NC1O (centres undefined)	-4%	14%	-12%	-7%	·	·	3	·	·
CCOC(=O)/C=C/CN(C(=O)OC(C)(C)C)S(=O)(=O)N1CC=CC1	0%	-2%	-17%	-11%	7%	-6%	5	-3%&1%	37%&48%
CN(CC(=O)Nc1cccc(S(=O)(=O)N2CCCC2)c1)Cc1ccccc1	i	3%	-4%	-4%	14%	6%	2	7%	13%
O=C(Nc1ccccc1N1CCCC1)c1ccc(Br)o1	-10%	-2%	-3%	13%	-23%[57.1 µM]	2%[57.1 µM]	9	5%	5%
COc1cc2[nH]c3c(=O)n4c(nc3c2cc1OC)SCCC4	-14%	2%	-22%	-4%	3%	10%	1	-1%	22%
C=CCNC(=O)COC(=O)c1ccc(Cl)c(S(N)(=O)=O)c1	16%	-1%	1%	0%	14%[57.1 µM]	2%	5	6%	42%[activator]
CC1(C)CC2CC(C)(CN2C(=O)c2cc(-c3ccc(O)cc3)on2)C1 (centres undefined)	i	8%	-14%	15%	-17%	-11%	1	-1%	-10%
CSc1cccc(NC(=O)Nc2ccccc2OCc2cc(=O)n3cc(C)ccc3n2)c1	3%	-1%	-15%	-7%	13%[57.1 µM]	4%[57.1 µM]	1	25%	23%[57 µM]
O=P(O)(O)CCP(=O)(c1ccccc1)c1ccccc1	2%	-3%	-4%	-4%	10%	7%	-1	-20%	29%
CCCSCCCNC(=O)C1CCN(c2nn3cc(-c4ccc(F)cc4)nc3s2)CC1	2%	21%	?	4%	9%	-5%	-6	-1%	19%
CSc1nc2cc(C)nn2c(-c2ccc(C(C)(C)C)cc2)c1C#N	-4%	16%	-14%	6%	23%	9%	-2	-7%	42%[activator]
O=C(O)CSc1cnc2ccccc2n1	-10%	7%	-20%	-7%	0%	-7%	1	-5%	35%[activator]
COc1ccc(OC)c(NC(=O)c2cc(S(=O)(=O)NCc3ccco3)ccc2F)c1	-1%	1%	-3%	0%	-26%	0%	0	5%	-18%
COc1ccc(-n2nnnc2SCC(=O)Nc2nnc(C)s2)cc1OC	·	4%	-11%	1%	29%	10%	0	-2%	-21%
Cc1ccc(-c2cc3nn(-c4ccccc4)c(N)c3c(=O)o2)cc1	-9%	5%	-10%	0%	13%	22%	-1	-8%	2%
COc1ccc(-c2cn3cccnc3n2)cc1NC(=O)COc1ccccc1	1%	19%	-14%	6%	25%[57.1 µM]	38%[activator][57.1 µM]	-10	1%	22%[57 µM]
CCn1cc([N+](=O)[O-])c(C(=O)Nc2nc(-c3ccc(C)c(C)c3)c(C)s2)n1	-1%	12%	-20%	0%	14%	9%	3	0%	23%
